Screening results deposited in PubChem by The Scripps Research Institute Molecular Screening Center.
TAAR1 agonist: human TAAR1 agonism; CHO RD-HGA16 TAAR1, Fluo-8 calcium fluorescence; vehicle wells 0%, saturating PEA agonist 100%; activation, % at 3 µM; 360,000 compounds, 0.99% hits;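 active = activation above the mean activation of all test compounds in the run plus 3 SD, cut at about 38% in these data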
Target sequence (Q96RJ0 whole entry, looked up): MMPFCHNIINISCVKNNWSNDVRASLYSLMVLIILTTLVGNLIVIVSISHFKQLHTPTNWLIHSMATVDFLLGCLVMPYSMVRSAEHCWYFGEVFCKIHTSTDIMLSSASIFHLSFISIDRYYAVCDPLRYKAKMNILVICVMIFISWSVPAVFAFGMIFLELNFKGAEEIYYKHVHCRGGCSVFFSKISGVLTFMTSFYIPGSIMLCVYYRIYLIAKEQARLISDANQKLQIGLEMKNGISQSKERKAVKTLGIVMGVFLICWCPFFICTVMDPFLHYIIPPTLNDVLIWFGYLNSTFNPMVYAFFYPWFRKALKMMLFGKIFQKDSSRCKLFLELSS
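System: CHO RD-HGA16 cells carrying human TAAR1 plus Gα16; Incubation: 17-24 h seeding, 75 min 37 °C dye, 30 min RT; Measured by: Fluo-8 fluorescence, 5 s baseline then 140 s kinetic read; Control set: DMSO and PEA EC100; Replication: single well for each compound.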
OXTR potentiator: potentiators of human oxytocin receptor; AID 2445; P30559; 320,000 compounds, 0.061% hits; activation, % at 3 µM; CHO-OTR cells, Fluo-8 calcium fluorescence, potentiator mode; 0% = oxytocin EC15, 100% = EC100;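 active = activation above that plate's cutoff, the mean activation of tested compounds plus 3 SD, cut at about 6.6% in these data, passing the limit was not always enough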;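 also: 100% uses oxytocin at 75 nM as the full agonist control; some results filed as inactive read as strong as hits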
Target sequence (P30559 whole entry, looked up): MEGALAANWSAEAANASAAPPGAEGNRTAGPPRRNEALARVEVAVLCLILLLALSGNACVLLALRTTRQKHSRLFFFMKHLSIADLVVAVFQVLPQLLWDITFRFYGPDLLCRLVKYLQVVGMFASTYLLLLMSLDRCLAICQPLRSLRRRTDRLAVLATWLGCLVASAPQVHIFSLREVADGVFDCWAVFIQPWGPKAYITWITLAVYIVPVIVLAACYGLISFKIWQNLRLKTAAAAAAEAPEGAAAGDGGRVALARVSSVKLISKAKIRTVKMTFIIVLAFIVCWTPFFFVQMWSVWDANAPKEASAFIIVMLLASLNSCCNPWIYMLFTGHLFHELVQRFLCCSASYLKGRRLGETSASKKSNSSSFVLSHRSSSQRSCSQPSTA
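Dosing: Single dose, 3.0 µM nominal final compound concentration | Material: Human OTR in CHO cells | Technique: Kinetic Fluo-8 calcium fluorescence | Benchmarks: EC15 oxytocin alone as 0%, 75 nM oxytocin as 100% | Probe or stimulus: Oxytocin at about EC15, sub-maximal agonist stimulus | Incubation: Compound 6 min at room temperature before oxytocin, 100 s read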
M1 ag: human M1 muscarinic receptor agonism; P11229; CHO-K1 hM1, Fluo-8 calcium fluorescence, agonist mode; 0% DMSO, 100% acetylcholine EC100; activation, % at 3 µM; 360,000 compounds, 0.33% hits; AID 588814;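 active = activation above the run's mean compound activation plus 3 SD, cut at about 16% in these data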;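 also: peak over basal fluorescence ratio within a 140 s kinetic read after compound addition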
TAAR1 antagonist: antagonists of human TAAR1; inhibition, % at 3 µM; Q96RJ0; 360,000 compounds, 1.5% hits; CHO RD-HGA16 TAAR1, Fluo-8 calcium fluorescence, antagonist;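 active = inhibition above a per-plate cutoff, the mean inhibition of test compounds on that plate plus 3 SD, cut at about 49% in these data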;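 also: 0% = DMSO plus EC80 beta-PEA response and 100% = DMSO alone without agonist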
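Material: RD-HGA16 CHO cells with stable hTAAR1 and Gα16; Dosing: single nominal final test compound concentration of 3 µM; Schedule: seeding 17-24 h prior, 75-min 37 °C, 30-min RT dye loading; Detection: kinetic Fluo-8 calcium fluorescence measurement; Measure: % inhibition from peak post-agonist over basal fluorescence ratio; Benchmarks: vehicle and agonist controls.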
M1 antag: human CHRM1 antagonism; P11229; CHO-K1 hM1, Fluo-8 calcium fluorescence, ACh EC80 antagonist; inhibition, % at 3 µM; 360,000 compounds, 1.3% hits; AID 588852;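 active = percent inhibition above its own plate's cutoff, namely the mean of that plate's compound wells plus 3 SD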;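 also: peak over basal fluorescence ratio during 140 s after agonist addition; 0% = ACh EC80 plus DMSO and 100% = DMSO alone without agonist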
CHO-K1 Ca ag: M1 agonist counterscreen hit in parental CHO-K1 cells; Fluo-8 calcium fluorescence; scaled to maximal ATP response, vehicle zero; activation, % at 3 µM; 360,000 compounds, 0.48% hits; in the data active = activation above about 15%;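 also: untransfected CHO-K1 host cells lacking M1 receptor as counterscreen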
CHO-K1 Ca antag: M1 antagonist counterscreen hit in parental CHO-K1 cells | inhibition, % at 3 µM | AID 602250 | 360,000 compounds, 0.6% hits | ATP-induced calcium, Fluo-8 fluorescence;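 active = inhibition above a per-plate cutoff, the plate's mean sample inhibition plus 3 SD, cut at about 24% in these data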;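 also: 0% = DMSO plus EC80 ATP and 100% = DMSO alone without ATP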
CHO parental Ca: counter-screen: ATP calcium response change in parental CHO cells; inhibition, % at 5.6 µM; parental CHO-K1, ATP-induced calcium, Fluo-8 fluorescence; 330,000 compounds, 0.63% hits;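 active = inhibition above that plate's mean sample inhibition plus 3 SD, cut at about 26% in these data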;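 also: 0% = ATP-challenged DMSO wells and 100% = DMSO wells without ATP; some compounds past the cut are filed as inactive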
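material = parental CHO cells | also added = ATP as calcium-mobilizing challenge | dosing = single point at 5.6 µM | detection = intracellular calcium via Fluo-8 no-wash fluorescent dye | read-out = % inhibition | benchmarks = low control ATP plus DMSO, high control DMSO only | repeats = one well per compound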
CHO-K1 Ca PAM: M1 PAM counterscreen hit in parental CHO-K1 cells | 360,000 compounds, 0.02% hits | AID 602247 | ATP EC20, Fluo-8 calcium fluorescence; 0% at ATP EC20, 100% at ATP max | activation, % at 3 µM;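 active = activation above the run cutoff, the mean activation of all test compounds plus 3 SD, cut at about 40% in these data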;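 also: peak over basal fluorescence ratio in a 140 s read after ATP addition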
Active calls of the source: *; . = no result given.

cpd	mol	TAAR1 agonist	OXTR potentiator	M1 ag	TAAR1 antagonist	M1 antag
1	CN1CCc2c(sc3c2c(=O)n(-c2ccccc2)c2n[nH]c(=S)n32)C1	7.9	-14.8	-3.4	4.1	3.4
2	COc1ccccc1CNc1ncnc2sccc12	1.8	-11.8	0.9	10.2	23.3
3	NC(=O)CSc1nnc(COc2cccc3ccccc23)o1	4.1	-0.3	-3.8	-1.0	-16.4
4	Cc1cccc(N2CCN(C(=S)Nc3ccc4nc(N5CCN(C)CC5)cc(C)c4c3)CC2C)c1 (stereo not given)	93.5*	-5.2	-2.4	85.2*	-9.1
5	COc1ccc(S(=O)(=O)N2CCN(C(=S)Nc3ccc(S(N)(=O)=O)cc3)CC2)cc1	3.1	-3.4	-2.3	0.2	7.1
6	COc1cccc(CNC(=O)CCC2CCCN(Cc3ccc(OC(F)F)cc3)C2)c1 (stereo not given)	4.8	7.6	-13.7	5.5	20.6
7	Cc1ccccc1CNC(=O)c1ccccc1C	1.9	-9.8	-3.4	6.3	-8.7
8	CC(C)(C)C(=O)/C=C1\NC(=O)CS1	1.1	-3.5	-2.5	-3.6	-6.7
9	COc1cc(OC)cc(N(C(=O)c2snc(C(N)=O)c2N)C(C(=O)NCC2CCCO2)c2ccc(C)o2)c1 (stereo not given)	-3.6	0.8	-0.2	3.2	-15.4
10	CCOc1ccc(/C=C(\C#N)C(=O)NCC2CCCO2)cc1OCC (stereo not given)	-0.5	-5.5	-4.0	11.3	-9.3
11	C/C(=N\N(C)C)c1ccc(OCCOc2ccc([N+](=O)[O-])cc2)cc1	-1.4	-10.4	-6.7	23.5	-2.5
12	COc1ccc(N(C)S(=O)(=O)c2cccc(C(=O)N3CCN(S(=O)(=O)c4ccc(C)cc4)CC3)c2)cc1	2.1	-9.3	-0.6	11.7	10.1

cpd	CHO-K1 Ca ag	CHO-K1 Ca antag	CHO parental Ca	CHO-K1 Ca PAM
1	-0.1	19.1	-1.6	-6.2
2	10.6	17.2	40.6*	-18.6
3	1.2	-15.1	-12.3	17.8
4	5.8	-8.5	-4.5	11.1
5	0.1	7.3	8.1	-15.4
6	0.4	-7.3	-23.7	20.6
7	-0.5	2.2	3.8	7.8
8	0.6	-7.5	-10.1	16.9
9	0.1	-18.4	-23.2	16.7
10	0.8	-9.3	-0.9	14.7
11	4.6	-14.9	9.5	21.8
12	7.5	9.2	-4.7	-15.0

(next part)
cpd	mol	TAAR1 agonist	OXTR potentiator	M1 ag	TAAR1 antagonist	M1 antag
13	COC(=O)c1ccc(-n2cc(-c3ccc(OC)cc3)[nH]c2=S)cc1	4.3	-9.6	-5.9	0.6	-5.9
14	Cc1ccc2nc(Nc3ccccc3O)nc(-c3ccccc3)c2c1	-0.2	-4.2	-1.1	1.2	-20.2
15	Fc1ccc(CSc2nnc(-c3ccccn3)o2)cc1	1.4	.	-3.0	-21.9	10.6
16	CO/N=C/c1c(-c2ccc(Cl)cc2)nc2cc(C)ccn12	3.1	-6.4	-2.9	19.1	-7.9
17	CCOC(=O)c1c(NC(=O)COc2cccc3c2CCN(C)C3=O)sc2c1CCC2	5.6	-6.7	-10.3	6.7	30.4
18	CC1CCCCN1CCCNC(=O)C1CCCN(c2ncnc3c2nc2n3CCCCC2)C1 (stereo not given)	-0.4	-13.0	-5.5	-11.3	-14.9
19	Cc1ccc(S(=O)(=O)Nc2ccc(NC(=O)CN3CCCCC3)cc2)cc1	-0.2	-19.3	-5.6	-6.9	10.9
20	CC(C)c1nnc(NC(=O)c2ccc3ccccc3c2)s1	-0.8	-5.3	1.6	-7.8	-8.0
21	CC(C)COc1ccc(/C(O)=C2/C(=O)C(=O)N(CCN(C)C)C2c2ccncc2)cc1 (stereo not given)	-0.3	-16.4	-4.4	11.0	-8.8
22	O=C(/C=C(/c1ccc(Cl)cc1)n1cncn1)c1ccccc1	3.6	0.5	-7.5	-4.5	-7.8
23	CC1=Nc2ccccc2/C1=C/c1nc(-c2ccc(C)s2)oc1O	38.0*	-20.0	7.5	53.7*	28.6
24	CCOC(=O)C1C(=O)NC(c2ccccc2)=NC1c1ccc(OC)cc1 (stereo not given)	0.3	-7.4	-4.4	-7.5	-1.5

cpd	CHO-K1 Ca ag	CHO-K1 Ca antag	CHO parental Ca	CHO-K1 Ca PAM
13	1.4	-3.7	-9.9	15.5
14	0.3	-15.0	-0.8	13.0
15	-0.4	3.4	.	-8.7
16	0.3	-20.3	-23.3	12.9
17	1.4	-1.6	22.8	22.3
18	-0.2	-9.3	-22.4	19.4
19	0.7	-8.4	-5.5	9.2
20	0.5	-2.8	-6.4	1.2
21	0.7	-0.5	-0.3	17.8
22	-0.3	-11.7	-15.7	27.5
23	4.9	-2.2	43.4*	10.7
24	-0.1	-2.9	-11.1	9.1

Three compounds picked at random from the list so far, as already listed:
cpd	mol	TAAR1 agonist	OXTR potentiator	M1 ag	TAAR1 antagonist	M1 antag
18	CC1CCCCN1CCCNC(=O)C1CCCN(c2ncnc3c2nc2n3CCCCC2)C1 (stereo not given)	-0.4	-13.0	-5.5	-11.3	-14.9
22	O=C(/C=C(/c1ccc(Cl)cc1)n1cncn1)c1ccccc1	3.6	0.5	-7.5	-4.5	-7.8
23	CC1=Nc2ccccc2/C1=C/c1nc(-c2ccc(C)s2)oc1O	38.0*	-20.0	7.5	53.7*	28.6

cpd	CHO-K1 Ca ag	CHO-K1 Ca antag	CHO parental Ca	CHO-K1 Ca PAM
18	-0.2	-9.3	-22.4	19.4
22	-0.3	-11.7	-15.7	27.5
23	4.9	-2.2	43.4*	10.7

The results go on.
cpd	mol	TAAR1 agonist	OXTR potentiator	M1 ag	TAAR1 antagonist	M1 antag
25	CC(=O)Nc1ccc(NC(=O)CSc2ncnc3sc(C)c(C)c23)cc1	5.0	-3.6	-1.4	-8.9	-15.4
26	CC1(C)Cc2c(sc3ncnc(N)c23)CO1	7.0	-0.6	-5.5	4.7	-3.9
27	Cc1cc2nc(C(F)(F)F)cc(-c3cccs3)n2n1	14.1	3.1	-3.2	-6.6	-5.4
28	CCc1ccc(S(=O)(=O)c2ccc(-n3nc(C)cc3N)cc2)cc1	5.1	-5.7	-4.0	3.9	10.7
29	Cc1cc(C)nc(SCc2cc(=O)c(OC(=O)c3ccc(S(=O)(=O)N(C)C)cc3)co2)n1	1.6	-4.3	-8.0	-7.1	0.8
30	COc1ccc(OCC(=O)OCC(=O)NCC2CCCCC2)cc1	10.5	1.2	4.7	-9.0	4.6
31	O=C(CSC1=NS(=O)(=O)c2ccccc2N1)Nc1ccccc1F	0.8	-4.5	-3.5	-19.9	-9.3
32	CCn1c(=O)cc(OCC(=O)NC2CC2)c2ccccc21	1.3	-10.1	-2.3	4.9	-4.5
33	NS(=O)(=O)c1ccc(NC(=O)COC(=O)CCCN2C(=O)c3cccc4cccc(c34)C2=O)cc1	2.0	-6.7	-6.5	27.1	-9.7
34	CN1CCN(C(=O)C23CCC(C)(C(=O)C2Br)C3(C)C)CC1 (stereo not given)	5.9	5.3	-1.8	-5.2	15.9
35	Cc1ccc(OCC(=O)Nc2ccc(C)c(F)c2)c([N+](=O)[O-])n1	1.2	.	-5.8	-4.7	-7.7
36	C/C(N)=C(/C#N)C(=O)CSc1nc(-c2ccccc2)c(-c2ccccc2)o1	-4.2	-0.4	-4.7	-8.5	2.2

cpd	CHO-K1 Ca ag	CHO-K1 Ca antag	CHO parental Ca	CHO-K1 Ca PAM
25	3.2	-17.4	-5.4	4.6
26	0.2	-1.3	-0.5	0.3
27	-0.1	-10.9	-15.1	7.7
28	-0.1	5.7	-23.6	4.0
29	6.7	-6.3	-7.5	19.9
30	-0.1	-1.0	-8.2	0.7
31	0.5	2.5	-2.9	-6.7
32	0.0	4.6	-7.1	8.3
33	-0.1	2.4	-10.1	-19.9
34	0.0	13.5	-5.3	-27.8
35	2.6	2.0	.	-4.5
36	5.2	0.4	-21.0	16.9

The results go on:
cpd	mol	TAAR1 agonist	OXTR potentiator	M1 ag	TAAR1 antagonist	M1 antag
37	O=C(O)c1cc(-n2cccc2)ccc1N1CCOCC1	1.7	-8.9	0.1	-17.9	-16.4
38	Cc1cccc(N2CCN(C(=O)CN3C(=O)NC4(CCCCCC4)C3=O)CC2)c1C	0.6	.	-0.5	-8.1	3.0
39	C#CCOCCOCCOCCNc1nc(N2CCN(C(=O)CCCCCCCCCCNC(=O)Cn3cc(C[C@@H](C)O)nn3)CC2)nc(N2CCN(C(=O)CCCCCCCCCCNC(=O)[C@H](CO)n3cc(CCCSC)nn3)CC2)n1	3.0	-2.6	-3.2	49.1*	12.3
40	Cc1ccccc1N1CCN(C(=O)c2cc(-c3ccccc3)nc3c2cnn3C(C)C)CC1	0.9	.	-1.9	-2.5	7.2
41	CCN(CC)c1ccc(C(=O)NC(=S)Nc2cc(S(=O)(=O)N3CCOCC3)ccc2-n2cncn2)cc1	3.8	-7.9	-10.8	3.0	-9.7
42	O=C(O)CSCC(=O)N1CCCN(c2nccc(C(F)(F)F)n2)CC1	9.0	-8.1	-3.3	-22.7	-10.3
43	COc1ccc(CC(=O)NCc2nnc(SCC(=O)Nc3ccc(OC)cc3)n2C)cc1	10.1	-12.5	-10.8	4.5	-8.2
44	Cc1ccc(CNC(=O)C2CCN(S(=O)(=O)c3cccs3)CC2)o1	11.9	-2.7	-3.6	3.8	-7.8
45	Cc1cccnc1NC1(C(F)(F)F)N=C(c2ccccc2)NC1=O (stereo not given)	3.7	-0.2	-0.5	-1.8	12.0
46	Nc1nonc1C(=O)OCC(=O)N1CCCCC1	13.0	-4.9	-3.0	4.2	-15.1
47	CC1(C)CC(NS(=O)(=O)c2ccc3ccccc3c2)CC(C)(C)N1	0.4	3.1	0.0	-2.4	-6.1
48	Cc1cc(O)cc(O)c1C(=O)Cc1cscn1	2.2	-6.7	2.9	8.1	-33.1

cpd	CHO-K1 Ca ag	CHO-K1 Ca antag	CHO parental Ca	CHO-K1 Ca PAM
37	1.5	-17.4	-9.5	26.1
38	10.8	-5.7	.	-2.7
39	1.5	-9.2	-1.7	14.1
40	1.3	8.0	.	6.2
41	-0.1	-6.6	-3.5	10.1
42	4.3	-4.5	-3.1	1.7
43	0.0	3.6	-17.1	7.1
44	0.9	-43.3	-7.6	15.5
45	8.8	-9.9	-5.8	19.3
46	1.5	-10.7	4.7	20.2
47	0.5	1.2	4.2	10.5
48	1.7	-8.3	-8.2	6.8
